CHT block: human CHT choline transport inhibition | 0.86% of 310,000 active | B-score at 10 µM | CHT-expressing cells, membrane potential dye, choline response; stronger effect = lower value;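 active = B-score over 3 SD under the library average, and starting fluorescence ratio not unusually high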;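 also: choline stimulus applied at its EC90 after an EC20 pre-addition; B-score computed on integrated fluorescence ratio after choline addition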
Target sequence (Q9GZV3 whole entry, looked up): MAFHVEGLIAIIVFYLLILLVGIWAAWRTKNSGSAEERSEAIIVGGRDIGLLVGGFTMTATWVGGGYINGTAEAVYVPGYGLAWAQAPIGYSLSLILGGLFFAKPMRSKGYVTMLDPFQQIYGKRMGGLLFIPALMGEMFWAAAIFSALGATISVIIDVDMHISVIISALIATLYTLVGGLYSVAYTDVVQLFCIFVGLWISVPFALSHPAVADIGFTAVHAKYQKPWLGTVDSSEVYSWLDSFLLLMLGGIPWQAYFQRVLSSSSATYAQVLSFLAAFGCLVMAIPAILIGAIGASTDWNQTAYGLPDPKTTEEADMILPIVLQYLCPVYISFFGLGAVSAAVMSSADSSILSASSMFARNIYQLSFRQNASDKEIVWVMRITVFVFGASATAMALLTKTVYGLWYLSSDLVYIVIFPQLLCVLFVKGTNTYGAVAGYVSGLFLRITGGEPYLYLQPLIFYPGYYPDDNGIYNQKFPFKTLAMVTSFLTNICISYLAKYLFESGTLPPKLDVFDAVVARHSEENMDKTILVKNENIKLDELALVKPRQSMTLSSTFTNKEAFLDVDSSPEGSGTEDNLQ
CHT PAM: human CHT allosteric activation. Q9GZV3. CHT-expressing cells, membrane potential dye, choline EC20; stronger effect = higher value; LV-AA mutant CHT in HEK293 cells. B-score at 10 µM. 0.49% of 310,000 active. AID 488977;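 active = initial fluorescence not abnormally high and integrated response B-score, plate-corrected, over 3 SD above library mean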
Numbers without * were called inactive; i = inactive.

SMILES	CHT block	CHT PAM
CCC(C)n1c(C)nc2c(c1=O)c1nc3ccccc3nc1n2CCC1=CCCCC1 (stereo not given)	i	i
Cc1cc(=O)[nH]c(SCC(=O)Nc2nnc(SCc3ccccc3)s2)n1	i	i
COc1ccc(-c2cc(C(=O)N3CCc4ccccc4C3)no2)cc1OC	i	i
COc1ccc(-c2nc(CS(=O)CC(=O)NCCCN3CCCC(C)C3)c(C)o2)cc1OC (stereo not given)	i	i
Cc1ccc(C2=NN(C(=O)c3ccco3)C(O)(C(F)(F)F)C2)cc1 (stereo not given)	i	i
COc1cc(-c2nnc(-c3ccco3)o2)ccc1OCc1ccccc1	i	i
CCN1CC(CN(C)Cc2nc(Cc3ccccc3)no2)CC1=O (stereo not given)	i	i
CC1(C)N=C(c2ccccc2)C(=O)N1	i	i
O=C(NC(c1ccccc1)c1cc(Cl)c2cccnc2c1O)c1cccnc1 (stereo not given)	i	i
O=c1c(-c2ccc([N+](=O)[O-])cc2)coc2c(O)c(O)ccc12	i	i
COc1cccc2cc(C(=O)N3CCN(C(=O)c4ccccc4)CC3)c(=O)oc12	i	i
Cc1ccc(CNc2ccc3c(c2)nc(C)n3C)cc1	i	i
COCCN(CCOC)C(=O)COC(=O)c1cc([N+](=O)[O-])ccc1Cl	i	i
OC1(c2cccs2)CN(c2ccccc2)C2=[N+]1CCCC2 (stereo not given)	i	i
CC(C)CNC(=O)CN(c1cccc(Cl)c1)S(C)(=O)=O	i	i
Cc1ccc(C(=O)CCC(=O)NN2C(=O)NC3(CCCCC3)C2=O)cc1	i	i
CCOC(=O)c1cnc(SCc2nc(N)nc(Nc3ccc(OC)cc3)n2)nc1N	i	i
Cc1cc(-c2nnc(CCC(=O)NCc3cccc(C(F)(F)F)c3)o2)no1	i	i
CC(C)CCNC(=O)[C@@H](NC(=O)c1c(F)cccc1F)C(C)C	i	i
CCN1C(=O)C(CC(=O)Nc2ccc(OC)cc2)N(Cc2ccco2)C1=S (stereo not given)	i	i
Cc1cccc(N2CCN(S(=O)(=O)c3cnc[nH]3)CC2)c1C	i	i
O=C(CSCc1ccc(Cl)cc1)NCc1ccc2c(c1)OCO2	i	i
COc1cccc(NC(=O)Nc2cc(C(=O)NCC3CCCO3)ccc2N2CC3CC(C2)c2cccc(=O)n2C3)c1 (stereo not given)	i	i
COc1ccc(C(=O)Nc2ccccc2C(=O)N2CCCCCC2)cc1OC	i	i
C#CCOCCOCCOCCNc1nc(N2CCN(C(=O)[C@H]([C@@H](C)CC)n3cc(CCCN=C(N)N)nn3)CC2)nc(N2CCN(C(=O)[C@H](CCCCN)n3cc(CC(C)O)nn3)CC2)n1 (stereo not given in full)	i	i

Further entries
SMILES	CHT block	CHT PAM
Cc1cccc(C(=O)N2CCCCCC2)c1[N+](=O)[O-]	i	i
CNc1nc(Nc2ccc(C)c(Cl)c2)nc(N)c1[N+](=O)[O-]	i	i
CC(=O)c1c(N2CCCCC2)nc(=S)n(-c2ccccc2)c1C	i	i
Cc1nc2ccccn2c1C(=O)NCCCN1CCOCC1	i	i
C/C(=C1/SC(N2CCOCC2)=NC1=O)c1ccc(Br)cc1	i	i
Cc1onc(-c2c(F)cccc2Cl)c1C(=O)N=C(N)N1CC(C)OC(C)C1 (stereo not given)	i	i
O=C(Nc1nccs1)c1ccc(COc2ccc(F)cc2)o1	i	i
Cc1ccc(S(=O)(=O)N(C)C)cc1NC(=O)CN1C(=O)NC(Cc2c[nH]c3ccccc23)C1=O (stereo not given)	i	i
CC(C)C(O)(C#CCN1CCCC1)c1ccccc1 (stereo not given)	i	i
CC(C)n1c(NCc2ccccc2O)nc2ccccc21	i	i
CCCc1cc(=O)n2[nH]cnc2n1	i	i
CC(C)(C)OC(=O)N1CCC(c2c(C(=O)NCC3CCN(C4CCCC4)C3)cnn2-c2cccc(Cl)c2)CC1 (stereo not given)	i	i
CCCc1nc2n[nH]c(N)c2c2c1CCC2	i	i
COc1ccc(-c2nnc(SC(=O)N3c4ccccc4Sc4ccccc43)o2)cc1	i	i
CC1CCCN(S(=O)(=O)c2ccc(NC(=O)CN3CCN(C)CC3)cc2)C1 (stereo not given)	i	i
COC(=O)c1ccc(COC(=O)CNS(=O)(=O)c2ccc(C)cc2)cc1	i	i
C=C(C)COc1ccc2c(C)c(CCC(=O)N3C[C@H]4C[C@@H](C3)c3cccc(=O)n3C4)c(=O)oc2c1	i	i
COc1cc(C(=O)COC(=O)CNC(=O)C2CCCCC2)cc(OC)c1OC	i	i
O=C(Nc1ccc(F)cc1)C1COc2ccccc2O1 (stereo not given)	i	i
CCN(CC)S(=O)(=O)c1ccc(=O)[nH]c1	i	i
CCOC(=O)c1c(C)n(C)c2ccc(O)c(CN3CCN(C)CC3)c12	i	i
COc1ccc(CNC(=O)N2CCN(S(=O)(=O)c3ccccc3)CC2)cc1	i	i
Cc1ccc(C(=O)NCCCn2ccnc2)cc1C	i	i
O=C(Nc1nnc(CC2=CCCCC2)s1)Nc1ccccc1F	i	i
Cc1csc(NC(=O)c2ccc(Br)s2)n1	i	i

Rewritten with two lines to a compound: 19 of the compounds above.
Results follow in this order: CHT block | CHT PAM
CCC(C)n1c(C)nc2c(c1=O)c1nc3ccccc3nc1n2CCC1=CCCCC1 (stereo not given)
→ i | i
Cc1cc(=O)[nH]c(SCC(=O)Nc2nnc(SCc3ccccc3)s2)n1
→ i | i
COc1ccc(-c2cc(C(=O)N3CCc4ccccc4C3)no2)cc1OC
→ i | i
COc1ccc(-c2nc(CS(=O)CC(=O)NCCCN3CCCC(C)C3)c(C)o2)cc1OC (stereo not given)
→ i | i
Cc1ccc(C2=NN(C(=O)c3ccco3)C(O)(C(F)(F)F)C2)cc1 (stereo not given)
→ i | i
COc1cc(-c2nnc(-c3ccco3)o2)ccc1OCc1ccccc1
→ i | i
CCN1CC(CN(C)Cc2nc(Cc3ccccc3)no2)CC1=O (stereo not given)
→ i | i
CC1(C)N=C(c2ccccc2)C(=O)N1
→ i | i
O=C(NC(c1ccccc1)c1cc(Cl)c2cccnc2c1O)c1cccnc1 (stereo not given)
→ i | i
O=c1c(-c2ccc([N+](=O)[O-])cc2)coc2c(O)c(O)ccc12
→ i | i
COc1cccc2cc(C(=O)N3CCN(C(=O)c4ccccc4)CC3)c(=O)oc12
→ i | i
Cc1ccc(CNc2ccc3c(c2)nc(C)n3C)cc1
→ i | i
COCCN(CCOC)C(=O)COC(=O)c1cc([N+](=O)[O-])ccc1Cl
→ i | i
OC1(c2cccs2)CN(c2ccccc2)C2=[N+]1CCCC2 (stereo not given)
→ i | i
CC(C)CNC(=O)CN(c1cccc(Cl)c1)S(C)(=O)=O
→ i | i
Cc1ccc(C(=O)CCC(=O)NN2C(=O)NC3(CCCCC3)C2=O)cc1
→ i | i
CCOC(=O)c1cnc(SCc2nc(N)nc(Nc3ccc(OC)cc3)n2)nc1N
→ i | i
Cc1cc(-c2nnc(CCC(=O)NCc3cccc(C(F)(F)F)c3)o2)no1
→ i | i
CC(C)CCNC(=O)[C@@H](NC(=O)c1c(F)cccc1F)C(C)C
→ i | i

Continued.
SMILES	CHT block	CHT PAM
CC1=C(C(=O)OCc2ccccc2)N2C(=O)[C@@H](NC(=O)COc3ccccc3)[C@H]2SC1	i	i
CCC(C)NC(=O)CN1C(=O)CC(C)(C)S(=O)(=O)c2ccccc21 (stereo not given)	i	i
CCOC(=O)C(CC)Sc1ncnc2nc[nH]c12 (stereo not given)	i	i
CCOc1ccc(S(=O)(=O)N2CCN(C(=O)c3cc4c(s3)CCCC4)CC2)cc1	i	i
COc1ccc(-c2nn(-c3ccccc3)cc2CNCCN2CCOC2=O)c(F)c1	i	i
Cc1ccccc1OCC(=O)NNC(=S)NC(=O)c1ccccc1[N+](=O)[O-]	i	i
O=C(c1ccccc1)c1cccc[n+]1[O-]	i	i
Cc1ccc(S(=O)(=O)NC(=NC(C)C(=O)O)c2ccccc2)cc1 (stereo not given)	i	i
CCN1C(=O)[C@H]2[C@@H](c3ccc(-c4ccc(OC)cc4)c(OC)c3)N[C@@](C)(C(=O)OC)[C@H]2C1=O	i	i
O=C(Cc1ccc(S(=O)(=O)N2CCCC2)s1)N1CCN(c2ccccc2)CC1	i	i
O=C(c1cc2ccccc2oc1=O)N1CCN(c2ccccn2)CC1	i	i
COc1ccccc1NS(=O)(=O)c1ccc(NN=C2CCCC2)c([N+](=O)[O-])c1	i	i
CCOC(=O)N1CCC(NC(=O)CSc2cc(=O)n(C)c3ccccc23)CC1	i	i
N/C(=N\OC(=O)C12CC3CC(CC(C3)C1)C2)c1cccnc1	i	i
O=C(/C=C/c1ccc(Cl)cc1)NCCc1ccccc1	i	i
CN1CCC(NC(=O)Cc2c(F)cccc2Cl)CC1	i	i
O=C(NC1=NCCS1)c1cc(-c2cccnc2)nc2ccccc12	i	i
Cc1cc(C(=O)CSc2nc(N)cc(=O)[nH]2)c(C)n1-c1ccc(OC(F)F)cc1	i	i
CCN(CC)C(=O)c1ccccc1NS(C)(=O)=O	i	i
O=C(Nc1ccnn1C1CCN(C(=O)c2cc(Cl)ccc2F)CC1)C1CCOC1 (stereo not given)	i	i
COC(=O)c1ccc(SCC(=O)NC2CCCC2)c([N+](=O)[O-])c1	i	i
COC(=O)c1[nH]c2ccc(C)cc2c1NS(=O)(=O)c1ccc(F)c(C)c1	i	i
CC(C)OC(=O)c1cccc(C(=O)Oc2ccccc2)n1	i	i
Cc1cccc(C(=O)N2CCC(=O)N(C(COCc3cccc(C(F)(F)F)c3)Cc3ccccc3)CC2)c1 (stereo not given)	i	i
Cc1cc(C)c(S(=O)(=O)Nc2nnc(C(C)C)s2)c(C)c1	i	i

Going on with the list.
SMILES	CHT block	CHT PAM
CC(=O)N1CCN(CCN=CC2=C(O)CC(c3ccc(Cl)cc3)CC2=O)CC1 (stereo not given)	i	i
Cc1ccc(CN2CCN(Cc3ccc(OC(C)C)cc3)CC2CCO)o1 (stereo not given)	i	i
CCC(CC)C(=O)Nc1nnc(SCC(=O)NC2CCCCC2)s1	i	i
CN(C)CCCN1c2ccccc2Sc2ccc(Cl)cc21	i	i
C[C@H]1O[C@H](O[C@H]2[C@H](O)[C@@H](O)[C@@H](O[C@H]3[C@H](O)[C@@H](O)C(O)O[C@@H]3CO)O[C@@H]2CO)[C@H](O)[C@@H](O)[C@@H]1N[C@H]1C=C(CO)[C@@H](O)[C@H](O)[C@H]1O (stereo not given in full)	i	i
CCOc1ccc(OCC(=O)OCc2csc(CC(=O)Nc3ccccc3C)n2)cc1	i	i
CCN(C(=O)COC(=O)c1cc(NS(=O)(=O)c2ccc(Cl)c([N+](=O)[O-])c2)ccc1O)C1CCCCC1	i	i
Nc1nc(N2CCN(C/C=C/c3ccccc3)CC2)nc2ccccc12	-6.76*	i
Cc1ccc(-c2ccc([C@H]3[C@H]4C=CC[C@@H](C)[C@@H]4C(=O)N3Cc3ccccc3)c(F)c2)cc1	i	i
CC/C(Cc1ccccc1)=N/NC(=O)c1cccc(Br)c1	i	i
COc1ccc(C2CC(c3ccccc3)=NN2C(=O)CCC(=O)O)cc1 (stereo not given)	i	i
Cc1cc(C)c(-c2nc3ccccc3s2)[nH]1	i	i
O=C(NCCc1nc(-c2ccc(F)cc2)no1)c1ccc(F)cc1	i	i
COc1ccc(CCNc2ncnc3c2[nH]c2cc(OC)c(OC)cc23)cc1OC	i	i
O=C(Nc1cccnc1)c1ccc2c(c1)C(=O)N(CC1CCCO1)C2=O (stereo not given)	i	i
CCc1n[nH]c(=S)n1/N=C/c1ccc(NC(C)=O)cc1	i	i
COc1ccc(-c2noc(N3CCC(C(=O)NCCCN4CCCCC4)CC3)n2)cc1	i	i
COc1ccc(C(=O)Nc2cnn(Cc3c(F)cccc3Cl)c2)cc1OC	i	i
S=C(NCc1ccccc1)NNc1ccccc1	i	i
Cc1ccc(S(=O)(=O)NC2CCCc3ccccc32)cc1C (stereo not given)	i	i
Cc1ccc(C)c(N(CC(=O)Nc2ccccc2C(=O)NCc2ccco2)S(=O)(=O)c2ccccc2)c1	i	i
O=C(CN1CCN(Cc2ccccc2)CC1)NNC(=O)c1ccc(Cl)cc1	i	i
CCc1ccccc1NC(=O)CN(c1ccc(OC)cc1OC)S(=O)(=O)c1ccccc1[N+](=O)[O-]	i	i
COc1ccccc1C(=O)Nc1ccnn1C1CCN(Cc2csc(C(C)=O)c2)CC1	i	i
COc1ccc(Br)cc1S(=O)(=O)NCCN1CCOCC1	i	i

Next section.
SMILES	CHT block	CHT PAM
Cc1ccc2nc(NCCCO)nc(-c3ccccc3)c2c1	i	i
Cc1c(NS(=O)(=O)c2ccccc2F)c(=O)n(-c2ccccc2)n1C	i	i
O=C(CN(C(=O)Cn1nnc(-c2cccs2)n1)c1ccc2c(c1)OCCO2)NC1CCCCC1	i	i
O=C(/C=C/c1ccc(OCc2c(F)cccc2Cl)cc1)N1CCOCC1	i	i
CCN1C(=O)[C@H]2[C@@H](c3ccc(-c4ccccc4)cc3)N[C@@](Cc3ccccc3)(C(=O)OC)[C@H]2C1=O	i	i
COc1cc(/C=C(\C#N)c2nc3c(s2)CC(C)CC3)ccc1O (stereo not given)	i	i
COc1ccc(C(=O)Nc2ccc(S(=O)(=O)Nc3onc(C)c3C)cc2)cc1OC	i	i
CC1C2Cn3c(nc4ccccc43)C1N(C(C)C)O2 (stereo not given)	i	i
CC1CCCCC1N1CCN(C(=O)c2cccc(F)c2)CC1 (stereo not given)	i	i
CN(C(=O)CSc1nnc(COc2ccccc2F)n1N)C1CCCCC1	i	i
O=S(=O)(NC1CCCCC1NCc1ccco1)c1ccc(Cl)cc1 (stereo not given)	i	i
Cc1cccnc1NS(=O)(=O)c1cccc([N+](=O)[O-])c1	i	i
Cc1ccsc1/C=N/n1c(-c2cc(-c3ccccc3)n[nH]2)n[nH]c1=S	i	i
CCCN(CCC)CCCNC(=O)c1nn(-c2cccc(OC)c2)c(=O)c2ccccc12	i	i
COc1ccc(Cl)c2sc(N3CCN(C(=O)c4ccco4)CC3)nc12	i	i
N#Cc1ccccc1NC(=O)COC(=O)CCc1ccc(S(=O)(=O)N2CCCCC2)cc1	i	i
Cc1ccccc1Nc1nc(N)nc(CN2CCN(Cc3ccc4c(c3)OCO4)CC2)n1	i	i
O=C(Nc1nnc(S(=O)(=O)N2CCOCC2)s1)c1ccccc1Br	i	i

Screening data (PubChem BioAssay)
